aGlu spleen mod: inhibits or activates alpha-glucosidase in human spleen homogenate; P10253; human spleen homogenate, 4-MU-alpha-glucoside fluorescence; Potency, µM (doses to about 79.9 µM), without a hit: at the top dose activity change, negative = inhibition, hits mostly inhibitors; actives 0.006% (n = 240,000); AID 2112;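 further: 0% = enzyme with vehicle and -100% = no enzyme basal signal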
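Compounds were titrated against alpha-glucosidase in spleen homogenate at pH 5.0, with 1 mM 4-methylumbelliferyl substrate for 40 min at 37 C. Reactions were quenched with pH 10 NaOH/glycine and fluorescence measured.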
ALDH1A1 block: inhibitors of human aldehyde dehydrogenase 1A1. P00352. Purified ALDH1A1, NADH fluorescence, propionaldehyde substrate. Potency, µM (doses to about 75.3 µM), for the others: top-dose activity, negative = inhibition, hits mostly inhibitors. actives 7.3% (n = 220,000). AID 1030; active means well fitted inhibition curve with a large enough effect, not every such curve was filed as active; inconclusive means small, poorly fitted or top-dose-only effect, or another doubt; inactive means no such curve, though single readings can be large or run the other way;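 further: plate controls were no enzyme wells and a reference inhibitor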
Target sequence (P00352 whole entry, looked up): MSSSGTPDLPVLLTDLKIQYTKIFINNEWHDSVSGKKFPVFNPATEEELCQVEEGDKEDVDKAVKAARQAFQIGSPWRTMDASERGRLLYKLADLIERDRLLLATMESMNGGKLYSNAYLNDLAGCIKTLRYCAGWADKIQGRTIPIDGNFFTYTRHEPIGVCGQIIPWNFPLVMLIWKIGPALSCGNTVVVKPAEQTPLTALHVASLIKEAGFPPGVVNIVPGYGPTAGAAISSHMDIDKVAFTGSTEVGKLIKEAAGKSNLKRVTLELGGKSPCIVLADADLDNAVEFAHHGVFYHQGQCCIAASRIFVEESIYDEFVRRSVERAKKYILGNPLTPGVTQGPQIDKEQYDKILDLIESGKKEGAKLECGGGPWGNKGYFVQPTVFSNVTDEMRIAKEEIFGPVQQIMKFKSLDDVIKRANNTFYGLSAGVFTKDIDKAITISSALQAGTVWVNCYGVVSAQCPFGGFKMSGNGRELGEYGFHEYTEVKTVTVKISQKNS
Tau fluor counter: counter-screen for tau fibril formation inhibitors; AID 1463; actives 0.93% (n = 280,000); Potency, µM (highest dose often 57.7 µM), inactives show top-dose activity change, negative = decrease; tau K18 P301L (four-repeat tau fragment) Alexa594 fluorescence, heparin fibrillization; further: on the % scale 0 is the no-effect control and ±100 the full control effect; nearly all actives have a fitted effect of over 55% in size
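Human K18 P301L tau (15 uM unlabeled plus 0.24 uM Alexa 594-labeled, final) in 100 mM sodium acetate pH 7 was mixed with compound and 20 uM heparin and incubated 6 hr at 37 C.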
GLA spleen mod: alpha-galactosidase A (human) modulation. human spleen homogenate, 4MU-alpha-Gal fluorescence, 40 min. Potency, µM (top dose mostly 80 µM), without a hit: at the highest dose activity change, negative = inhibition, actives largely listed as inhibitors. actives 0.008% (n = 240,000);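 further: 0% = enzyme with vehicle and -100% = no enzyme basal signal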
Target sequence (P06280 32-429 limits assumed): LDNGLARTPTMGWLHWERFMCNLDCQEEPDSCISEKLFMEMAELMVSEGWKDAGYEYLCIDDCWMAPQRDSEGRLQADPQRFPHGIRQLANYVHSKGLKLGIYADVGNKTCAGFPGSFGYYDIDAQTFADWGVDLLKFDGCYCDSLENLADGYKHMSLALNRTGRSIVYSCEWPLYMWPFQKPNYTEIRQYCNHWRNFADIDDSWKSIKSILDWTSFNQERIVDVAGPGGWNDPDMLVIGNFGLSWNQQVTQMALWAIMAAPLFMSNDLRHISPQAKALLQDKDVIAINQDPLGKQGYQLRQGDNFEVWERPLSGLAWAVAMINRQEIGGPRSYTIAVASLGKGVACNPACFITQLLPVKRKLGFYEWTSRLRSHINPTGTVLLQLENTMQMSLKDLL
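Spleen homogenate 1 ug + cpd (titration) + 4-MU-alpha-D-galactopyranoside 1 mM; 37C 40 min; 50 mM citrate/phosphate pH 5.0, 0.01% Tween-20; stop pH 10; fluorescence 365/440; AC50 via Hill.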
Epigenetic derep: epigenetic control regulation, reporter derepression. murine LDR cells, GFP reporter derepression, 30 h. Potency, µM (doses to about 53.9 µM), for inactives: at the highest dose GFP activation, hits mostly activators. actives 0.2% (n = 280,000). AID 1865; further: % of control where 0% means no effect; nearly all actives have a fitted effect of over 60% in size
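GFP-positive cell count by laser-scanning cytometry (objects 20–120 um) after 30 h, 37 C compound exposure of murine LDR cells; reporter is CMV-GFP integrated at a silenced locus, inducible by HDAC or DNMT inhibitors.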
GAA glycogen mod: GAA glycogen-cleavage inhibition or activation; P10253; recombinant GAA, glycogen substrate, Amplex Red glucose oxidase fluorescence; Potency, µM (series often up to 76.4 µM), for inactives: top-dose activity change, negative = inhibition, hits mostly inhibitors; actives 0.38% (n = 300,000); AID 2100;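 further: 0% = full enzyme reaction and -100% = no-enzyme basal signal; the screen sought inhibitors and activators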
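Natural-substrate format: glycogen cleavage by 4 nM human enzyme, glucose read by Amplex Red coupling (Ex 573, Em 610 nm). Normalized to enzyme and no-enzyme controls.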
NPSR antagonist: blocks cAMP signaling of the human neuropeptide S receptor. actives 1% (n = 220,000). Q6W5P4. Potency, µM (top dose mostly 38.3 µM), for the others: at the top dose activity change, negative = inhibition, most hits filed as inhibitors. CHO-NPSR cells, cAMP TR-FRET, antagonist mode. AID 1461; further: on the % scale 0 is the no-effect control and ±100 the full control effect; nearly all actives have a fitted effect of over 50% in size; many of its hits are not listed in these tables
GAA inh: inhibitors of human lysosomal alpha-glucosidase. purified human GAA, 4-MU-alpha-glucoside fluorescence. Potency, µM (highest dose often 76.9 µM), for the others: at the top dose activity change, negative = inhibition, hits mostly inhibitors. actives 0.005% (n = 200,000). AID 1466;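 further: plate controls were uninhibited enzyme wells for no effect and no-enzyme background for full effect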
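Compounds are titrated up to 77 uM against 4 nM human enzyme. Substrate 4-methylumbelliferyl-alpha-D-pyranoside (400 uM) reacts 20 min at room temperature in pH 5.0 buffer; liberated 4-methylumbelliferone is read at 440 nm.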
* = called active by the depositor; ? = inconclusive; · = no result given; & = joins results of further samples; ! = a repeat was not active; [ ] = dose if it differs, or a comment. Unless noted, the call rests on the fitted dose curve; in most records, active means well fitted curve in the direction sought with a large enough effect; inconclusive means small, poorly fitted or top-dose-only effect, or another doubt; inactive means no such curve, though single readings can be large; an effect the other way counts as inactive or inconclusive. Potency means the concentration at half of the fitted maximal effect. An excerpt. The share of hits here may be higher or lower than overall.

1	COc1cc(CNCCO)ccc1OC1CCCC1
2	Cc1nonc1C(=O)N/N=C/c1ccc(O)cc1
3	Cc1ccc(C)c(N2CCN(C(=O)CN3C(=O)c4ccccc4C3=O)CC2)c1
4	Cc1ccc(Nc2nc3ccccc3o2)cc1F
5	C=C1C(=O)O[C@@H]2C[C@@H](C)[C@@H]3C=CC(=O)[C@@]3(C)[C@@H](OC(C)=O)[C@H]12
6	COc1ccc(N2CSC3=C(C#N)C(c4cc(OC)c(OC)cc4OC)CC(=O)N3C2)c(OC)c1 (stereo unspecified)
7	Nc1cc(N)nc(SCc2cccnc2)n1
8	Cc1ccsc1/C=N/N=C1\C(=O)Nc2ccccc21
9	O=C(Nc1ccc2oc(=O)ccc2c1)c1cc2ccccc2o1
10	CCOCc1nnc(NC(=O)c2cc(OC)cc(OC)c2)s1

Screen / compound no.	1	2	3	4	5	6	7	8	9	10
aGlu spleen mod	-3%	-2%	1%	1%	-1%	4%	0%	6%	1%	0%
ALDH1A1 block	6%	?	-3%	-2%	·	8.9µM*	9%	-5%	-3%	-8%
Tau fluor counter	-5%	-12%	-12%	?	-20%	?	-8%	?	-3%	-4%
GLA spleen mod	-9%	0%	2%	7%	-1%	1%	-3%	0%	11%	7%
Epigenetic derep	0.8%	1.9%	-1.0%	0.0%	3.2%	0.0%	0.0%	0.0%	-1.0%	-2.9%
GAA glycogen mod	1%	-11%	-1%	-3%	8%	11%	3%	-2%	-5%	7%
NPSR antagonist	5%[46.1 µM]	-27%	-13%[46.1 µM]	?	-34%	-7%[46.1 µM]	2%[46.1 µM]	-6%	2%	-9%
GAA inh	0%	-2%	0%	-2%	·	?	-4%	-8%	2%	-9%

Down the list, as entered above.
Entries 2 to 8 in aGlu spleen mod read -2%, 1%, 1%, -1%, 4%, 0%, 6%
Entries 2 to 8 in Epigenetic derep read 1.9%, -1.0%, 0.0%, 3.2%, 0.0%, 0.0%, 0.0%
Entries 2 to 8 in GAA inh read -2%, 0%, -2%, ·, ?, -4%, -8%

2 of these compounds in another layout.
No.	structure	aGlu spleen mod	ALDH1A1 block	Tau fluor counter	GLA spleen mod	Epigenetic derep	GAA glycogen mod	NPSR antagonist	GAA inh
6	COc1ccc(N2CSC3=C(C#N)C(c4cc(OC)c(OC)cc4OC)CC(=O)N3C2)c(OC)c1 (stereo unspecified)	4%	8.9µM*	?	1%	0.0%	11%	-7%[46.1 µM]	?
7	Nc1cc(N)nc(SCc2cccnc2)n1	0%	9%	-8%	-3%	0.0%	3%	2%[46.1 µM]	-4%

The list continues:
11	Cc1nc(C)n(CC(O)COc2ccc3c(c2)CCC3)n1 (stereo unspecified)
12	CCCCN1C(=O)CC(Nc2ccc(CC)cc2)C1=O (stereo unspecified)
13	Nc1cc(=O)nc(SCC(=O)N(C2CCCCC2)C2CCCCC2)n1-c1ccccc1
14	Nc1nc2c(nc(Cl)n2C2OC(CO)C(O)C2O)c(=O)[nH]1 (stereo unspecified)
15	O=C(CSc1nnc(-c2cccs2)n1-c1ccccc1)NCC1CCCO1 (stereo unspecified)
16	CC(C)C(c1nnnn1C1CCCC1)N1CCN(C(=O)c2ccco2)CC1 (stereo unspecified)
17	O=C(/C=C\Nc1cccc(F)c1)c1cccs1
18	Fc1ccc(-n2cc(-c3ccccc3)c3c(NN4CCOCC4)ncnc32)cc1
19	CCn1c(SCCC(=O)O)nnc1-c1cccnc1
20	O=c1c2ccccc2c(/C=N/c2ncn[nH]2)c(O)n1Cc1ccccc1

Screen / compound no.	11	12	13	14	15	16	17	18	19	20
aGlu spleen mod	-8%	0%	-6%	5%	1%	-4%	-6%	-7%	1%	-6%
ALDH1A1 block	-12%	-12%	-10%	2%	-13%	?	-5%	-3%	7%	?
Tau fluor counter	5%	-6%	-2%	-7%	3%	-4%	-29%	-5%	6%	?
GLA spleen mod	5%	3%	-2%	2%	-2%	-4%	-6%	-3%	4%	-20%
Epigenetic derep	0.9%	0.0%	-0.3%	0.8%	0.0%	0.0%	-0.9%	6.6%	0.0%	-1.0%
GAA glycogen mod	4%	-30%	6%	·	13%	-2%	-14%	?	3%	-4%
NPSR antagonist	1%[46.1 µM]	-5%[46.1 µM]	?	·	-3%[46.1 µM]	-15%[46.1 µM]	-20%[46.1 µM]	2%	-5%[46.1 µM]	?
GAA inh	7%	-10%	7%	·	-6%	-6%	-1%	-2%	-13%	-10%

Sorted by value in ALDH1A1 block (falling): 3 from the list above.
# | Compound | ALDH1A1 block
19 | CCn1c(SCCC(=O)O)nnc1-c1cccnc1 | 7%
12 | CCCCN1C(=O)CC(Nc2ccc(CC)cc2)C1=O (stereo unspecified) | -12%
15 | O=C(CSc1nnc(-c2cccs2)n1-c1ccccc1)NCC1CCCO1 (stereo unspecified) | -13%

(further entries)
21	CCOCCCN(CCC#N)S(=O)(=O)c1ccc(S(=O)(=O)N2CCCC2)cc1
22	CCc1ccc2[nH]c(O)c(N=Nc3nc(-c4ccccc4)cs3)c2c1
23	CC1=C(C(=O)N2CCOCC2)C(c2cccc(C)c2)NC(=S)N1 (stereo unspecified)
24	Cc1cccc(C)c1OCC(=O)N(Cc1cccs1)C1CCS(=O)(=O)C1 (stereo unspecified)
25	CCOC(=O)c1nnn(-c2nonc2N)c1CN(CC)c1ccccc1
26	O=C(CCCCCN1C(=O)c2ccccc2C1=O)NCc1ccco1
27	CCCn1c(C(C)NC(=O)c2ccccc2)nc2ccccc21 (stereo unspecified)
28	CCCCCCCC/C=C\CCCCCCCC(=O)NCCc1ccc(O)c(O)c1
29	CCOC(=O)Nc1cccc(OCC(=O)Nc2ccc(OC)cc2OC)c1
30	COC(=O)CCC(=O)Nc1nnc(C(F)(F)F)s1

Screen / compound no.	21	22	23	24	25	26	27	28	29	30
aGlu spleen mod	-7%	1%	-8%	2%	-8%	-8%	5%	1%&-15%&6%	-19%	-3%
ALDH1A1 block	?	17%	?	·	-4%	-5%	12%	2%&10%&7%	4%	0%
Tau fluor counter	-2%	?	6%	-4%	-20%	2%	4%	14µM*![quencher]	-22%	-3%
GLA spleen mod	5%	4%	-9%	0%	-9%	-2%	-4%	4%&-3%&3%	17%	3%
Epigenetic derep	-1.0%	-1.2%	6.5%	-4.3%	-0.7%	0.1%	-1.0%	?	0.7%	0.4%
GAA glycogen mod	-8%	?	-3%	-1%	2%	11%	1%	·	-7%	16%
NPSR antagonist	-4%[46.1 µM]	-17%[46.1 µM]	14%	-1%	-19%[46.1 µM]	-5%[46.1 µM]	2%[46.1 µM]	?	?	16%[46.1 µM]
GAA inh	1%	0%	2%	·	4%	-4%	-2%	·	?	?

31	CCCCOc1ccc(N(CC(=O)NC2CCCC2)C(=O)CCC(=O)Nc2ccccn2)cc1
32	Cc1cc(OCC(=O)Nc2ccc(S(=O)(=O)NC3=NCCCCC3)cc2)c(C(C)C)cc1Cl
33	CCOC(=O)c1c(C=O)c(C)n(Cc2ccccc2Cl)c1C
34	CN(C)c1oc(-c2ccccc2Cl)nc1C#N
35	CCn1ccnc1CN(C)C(=O)c1cc(COc2c(F)cccc2F)on1
36	CC(=O)c1ccc(N2C(=O)NC3(CCCCC3)C2=O)cc1
37	CCOC(=O)CC(=O)Nc1nnc(C(C)C)s1
38	O=C1COc2ccc(C(=O)COC(=O)Cc3ccccc3F)cc2N1
39	Nc1nc(Nc2cccc(F)c2)nc(NCCO)c1[N+](=O)[O-]
40	NCCCC[C@H](NC(=O)C1CCNCC1)c1nnc(CN)o1

Screen / compound no.	31	32	33	34	35	36	37	38	39	40
aGlu spleen mod	-11%	-6%	-5%	-11%	-3%	-6%	-2%	1%	-1%	14%
ALDH1A1 block	9%	-12%	?	?	?	-1%	0%	?	0%	0%
Tau fluor counter	-1%	?	-12%	-10%	-9%	0%	5%	-8%	-13%	6%
GLA spleen mod	15%	-1%	0%	1%	-8%	-4%	6%	-6%	-2%	-5%
Epigenetic derep	-1.2%	6.6%	1.0%	2.3%	-1.3%	0.0%	-1.6%	0.4%	0.4%	0.0%
GAA glycogen mod	-1%	-13%	-11%	0%	2%	-1%	4%	4%	2%	-9%
NPSR antagonist	-12%[46.1 µM]	-47%	-11%[46.1 µM]	-19%[46.1 µM]	-5%	-2%[46.1 µM]	-7%[46.1 µM]	-2%	13%	-16%
GAA inh	-7%	-12%	?	-1%	14%	-10%	-1%	9%	0%[15.4 µM]	·

41	C=CCOC(=O)C1=C(C)Nc2nnnn2C1c1cc(OC)ccc1OC (stereo unspecified)
42	CN1C(=O)c2ccccc2C(C(=O)O)C1c1cn(C)c2ccccc12 (stereo unspecified)
43	O=C(Cn1cnc2ccccc2c1=O)Nc1ccccc1N1CCOCC1
44	CCCC1CCC(c2ccc(/C(N)=N/O)cc2)CC1 (stereo unspecified)
45	Cc1ccc(OCC(=O)OC(C)CN(C)Cc2ccccc2)cc1 (stereo unspecified)
46	O=C(C[n+]1cccc(/C=N/O)c1)N(Cc1ccccc1)Cc1ccccc1
47	Cc1nc(N2CCN(c3ccccn3)CC2)c2c(C)c(C(=O)Nc3ccccc3F)sc2n1

Screen / compound no.	41	42	43	44	45	46	47
aGlu spleen mod	-6%	2%	0%	-1%	-1%	-2%	-2%
ALDH1A1 block	4.5µM*	0%	-5%	-5%	?	·	?
Tau fluor counter	-14%	1%	-6%	-9%	-6%	-3%	-13%
GLA spleen mod	3%	-11%	3%	0%	-4%	-4%	3%
Epigenetic derep	0.1%	-3.9%	-3.2%	-1.6%	-1.0%	-1.9%	5.2%
GAA glycogen mod	-9%	-10%	8%	1%	1%	-3%	8%
NPSR antagonist	-14%[46.1 µM]	-7%[46.1 µM]	3%	18%	17%	11%	-36%
GAA inh	-4%	1%	3%	14%	-2%	·	?
